# Screens (PubChem)
# EZH2 inh: blocks human EZH2/PRC2 H3K27 methylation; Q15910; DELFIA TRF, 1 h; inhibition, % at 12.5 µM; hit rate 0.35% among 57,000;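 active means mean inhibition of replicates at least 50% and every single replicate also reaching 50%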;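 further: dimethyl H3K27 on biotinylated H3 21-44 peptide detected by antibody; plate controls were median neutral control wells for no effect and median positive control wells for full effect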
# Target sequence (Q15910 whole entry, looked up): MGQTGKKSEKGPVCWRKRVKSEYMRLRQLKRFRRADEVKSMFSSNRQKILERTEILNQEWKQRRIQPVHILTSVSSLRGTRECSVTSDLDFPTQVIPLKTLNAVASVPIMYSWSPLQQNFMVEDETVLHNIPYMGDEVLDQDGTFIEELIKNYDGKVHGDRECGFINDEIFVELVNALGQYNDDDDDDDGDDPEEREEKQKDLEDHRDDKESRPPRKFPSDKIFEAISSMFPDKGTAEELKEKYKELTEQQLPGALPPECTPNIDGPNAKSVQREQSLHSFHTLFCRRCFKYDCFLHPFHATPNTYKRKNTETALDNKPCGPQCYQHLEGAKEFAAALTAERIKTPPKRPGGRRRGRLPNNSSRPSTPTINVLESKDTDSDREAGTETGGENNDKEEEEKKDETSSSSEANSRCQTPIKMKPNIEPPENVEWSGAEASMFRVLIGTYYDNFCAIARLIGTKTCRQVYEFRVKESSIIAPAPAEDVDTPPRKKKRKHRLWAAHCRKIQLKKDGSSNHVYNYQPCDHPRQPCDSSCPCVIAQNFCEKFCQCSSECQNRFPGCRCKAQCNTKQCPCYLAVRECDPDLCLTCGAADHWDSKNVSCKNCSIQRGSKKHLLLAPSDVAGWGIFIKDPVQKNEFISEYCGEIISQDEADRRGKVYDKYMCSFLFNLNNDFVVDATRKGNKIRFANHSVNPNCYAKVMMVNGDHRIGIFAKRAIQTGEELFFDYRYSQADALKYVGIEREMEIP
# IDH1 mut inh: IDH1 R132H (human) inhibition | O75874 | IDH1 R132H reductase, diaphorase/resazurin fluorescence, 60 min | inhibition, % at 10 µM | hit rate 0.18% among 70,000 | AID 624101; in the data active means inhibition above about 34%;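 further: 0% = DMSO and 100% = no enzyme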
# Starred values were filed as active, the others as inactive; nt = not tested or not shown; & = joins results of further samples. Only part of the results is shown; rates above refer to the full screens.
SMILES,EZH2 inh,IDH1 mut inh
Cc1ccc(S(=O)(=O)N(C)C[C@H]2Oc3c(NC(=O)C4CC4)cccc3C(=O)N([C@H](C)CO)C[C@@H]2C)cc1,-1,-0.7
O=C(O)C[C@@H]1C[C@H]2c3cc(NS(=O)(=O)c4ccccc4)ccc3O[C@H]2[C@@H](CO)O1,-5,-0.2
C[C@H](CO)N1C[C@H](C)[C@@H](CN(C)C(=O)CCC(F)(F)F)OCCCC[C@H](C)Oc2ccc(NC(=O)CCC(F)(F)F)cc2C1=O,nt,0.3
COCC(=O)N(C)C[C@H]1Oc2cc(-c3ccc(C)cc3)ccc2S(=O)(=O)N([C@H](C)CO)C[C@H]1C,-18,-0.1
C[C@H](NC(=O)C[C@@H]1C[C@@H]2c3cc(NC(=O)C4CCC4)ccc3O[C@@H]2[C@H](CO)O1)c1ccccc1,4,0.1
C[C@@H]1CN([C@H](C)CO)C(=O)c2cc(/C=C/c3ccccc3)cnc2O[C@H]1CN(C)C(=O)Cc1cccnc1,1,-0.6
COc1ccccc1CN1C[C@@H](C)[C@@H](OC)CN(C)C(=O)c2cc(NC(C)=O)ccc2OC[C@@H]1C,3,0.2
Cc1ccc(S(=O)(=O)Nc2ccc3c(c2)CC(=O)N([C@H](C)CO)C[C@H](C)[C@@H](CN(C)CC2CCCCC2)O3)cc1,nt,0.2
COc1ccc(S(=O)(=O)Nc2ccc3c(c2)CC(=O)N([C@@H](C)CO)C[C@H](C)[C@@H](CN(C)C(=O)Nc2ccc4c(c2)OCO4)O3)cc1,nt,0.0
O=C(CCN1CCCCC1)NCC[C@@H]1CC[C@H](NS(=O)(=O)c2cccc(Cl)c2)[C@H](CO)O1,-11,0.3
COc1ccc(CCN2C(=O)C(C)SC2c2cccnc2)cc1 (stereo not given),2,-0.6
C/C=C/c1ccc2c(c1)O[C@H](CN(C)C(=O)Nc1ccccc1)[C@@H](C)CN([C@H](C)CO)S2(=O)=O,-22,0.0
CC(=O)N(C)C[C@@H]1Oc2cc(-c3ccc(C)cc3)ccc2S(=O)(=O)N([C@H](C)CO)C[C@@H]1C,nt,9.8
CO[C@H]1CN(C)C(=O)c2ccc(NC(=O)c3cnccn3)cc2OC[C@@H](C)N(C)C[C@H]1C,-18,nt
CO[C@H](CN(C)Cc1ccc2c(c1)OCO2)[C@@H](C)CN(C(=O)c1ccccc1)[C@H](C)CO,12,-0.1
C[C@@H]1CN([C@@H](C)CO)S(=O)(=O)c2ccc(-c3cncnc3)cc2O[C@H]1CN(C)C(=O)CN(C)C,1,-0.6
CO[C@@H]1CN(C)C(=O)c2cc(NC(=O)Cc3ccccc3)ccc2OC[C@@H](C)N(C(C)=O)C[C@H]1C,-3,-0.6
CS(=O)(=O)N(CC(=O)Nc1ccc2ccccc2c1)c1cc(Cl)c(Cl)cc1Cl,3,0.1
O=C(C[C@H]1C[C@@H]2c3cc(NC(=O)c4ccc5c(c4)OCO5)ccc3O[C@@H]2[C@@H](CO)O1)NC1CCCC1,21,-0.5
COc1ccc(Cl)cc1NC1=NC2CS(=O)(=O)CC2S1 (stereo not given),11,-0.3
COc1ccc(CN(C)C[C@@H]2Oc3ccc(NC(=O)NC4CCCCC4)cc3CC(=O)N([C@@H](C)CO)C[C@H]2C)cc1,-7,0.5
O=C(CSc1nnc(-c2ccc([N+](=O)[O-])cc2)n1-c1ccccc1)Nc1ccc(F)cc1,-3,0.0
C[C@H](CO)N1C[C@H](C)[C@@H](CN(C)C(=O)Nc2cc(F)ccc2F)Oc2ncc(-c3cccc(F)c3)cc2C1=O,-12&-18,0.2
C[C@H]1CN([C@@H](C)CO)C(=O)Cc2cc(NC(=O)c3ccncc3)ccc2O[C@H]1CN(C)S(C)(=O)=O,-5,0.2
C[C@H]1CN([C@@H](C)CO)C(=O)c2cc(/C=C/c3ccccc3)cnc2O[C@H]1CN(C)Cc1ccc2c(c1)OCO2,nt,0.1
C[C@H]1CN([C@@H](C)CO)C(=O)Cc2cc(NC(=O)NC3CCCCC3)ccc2O[C@@H]1CN(C)S(=O)(=O)c1cccs1,nt,-0.6
O=C(NCC[C@H]1CC[C@H](NC(=O)c2ccc3c(c2)OCO3)[C@@H](CO)O1)Nc1cc(F)ccc1F,-1,0.2
CC(C)NC(=O)Nc1ccc2c(c1)C(=O)N([C@@H](C)CO)C[C@@H](C)[C@@H](CN(C)C(=O)NC1CCCCC1)O2,3,0.2
COc1cccc(C#Cc2ccc3c(c2)O[C@@H](CN(C)S(=O)(=O)c2ccccc2F)[C@@H](C)CN([C@@H](C)CO)S3(=O)=O)c1,nt,0.6
CC(=O)c1c(C)oc2ccc(NS(=O)(=O)c3cccc4cccnc34)cc12,3,-1.5
CNC[C@H]1OCCCC[C@H](C)Oc2ccc(NC(=O)Nc3ccccc3)cc2C(=O)N([C@H](C)CO)C[C@H]1C,0,-0.1
C[C@H](CO)N1C[C@H](C)[C@H](CN(C)C(=O)C2CC2)Oc2cc(-c3ccc(C#N)cc3)ccc2S1(=O)=O,4,2.8
O=C(C[C@H]1CC[C@@H](NC(=O)c2cccc(F)c2)[C@H](CO)O1)NCc1ccc(Oc2ccccc2)cc1,2,0.1
C[C@H]1CN([C@@H](C)CO)C(=O)c2cc(NC(=O)Cc3ccccc3)ccc2O[C@H]1CN(C)Cc1ccccc1,nt,1.3
CNC[C@H]1Oc2ccc(NS(=O)(=O)c3ccc(OC)cc3)cc2CC(=O)N([C@H](C)CO)C[C@H]1C,5,4.2
O=C(CCCCC(=O)N/N=C\c1ccc2c(c1)Cc1ccccc1-2)NO,-37,nt
CNC[C@@H]1Oc2ccc(NS(=O)(=O)c3cn(C)cn3)cc2C(=O)N([C@H](C)CO)C[C@H]1C,1,nt
CCC(=O)N[C@@H]1CC[C@H](CCn2cc(CN(C)C)nn2)O[C@@H]1CO,-1,0.4
CO[C@H]1CN(C)C(=O)c2ccc(NS(C)(=O)=O)cc2OC[C@@H](C)N(CCC(F)(F)F)C[C@H]1C,-4,0.7
C[C@H](CO)N1C[C@H](C)[C@H](CN(C)S(=O)(=O)c2cccs2)Oc2ncc(Br)cc2C1=O,-14,25
COc1ccc(S(=O)(=O)N(C)C[C@@H]2Oc3ccc(NS(=O)(=O)c4ccc(Cl)cc4)cc3C(=O)N([C@@H](C)CO)C[C@H]2C)cc1,nt,-1.6
CC(NS(=O)(=O)c1ccc(F)cc1)C(=O)Nc1ccc(F)c(Cl)c1 (stereo not given),18,0.2
CCCNC(=O)C[C@@H]1C[C@@H]2c3cc(NS(=O)(=O)c4ccc(F)cc4)ccc3O[C@@H]2[C@@H](CO)O1,0,0.8
CC(=O)N(C)C[C@@H]1Oc2ncc(-c3cccc(F)c3)cc2C(=O)N([C@@H](C)CO)C[C@@H]1C,-3,-0.6
COc1ccccc1NC(=O)N[C@@H]1CC[C@H](CC(=O)N[C@H](C)c2ccccc2)O[C@H]1CO,1,0.0
C[C@H]1CN([C@@H](C)CO)C(=O)Cc2cc(NC(=O)C3CCCCC3)ccc2O[C@@H]1CN(C)Cc1ccc2c(c1)OCO2,nt,0.8
COc1ccc(S(=O)(=O)N(C)CC(=O)Nc2cccc(Cl)c2C)cc1OC,-5,-0.3
CO[C@H]1CN(C)C(=O)c2cc(NC(=O)C3CC3)ccc2OC[C@H](C)N(CC2CCOCC2)C[C@@H]1C,8,-0.1
O=C(N[C@H]1C=C[C@H](CC(=O)N2CCc3ccccc3C2)O[C@H]1CO)C1CC1,3,0.3
C[C@@H]1CN([C@H](C)CO)C(=O)CCCn2cc(nn2)CO[C@@H]1CN(C)S(=O)(=O)c1ccccc1C#N,nt,0.6

# Nine compounds from above, sorted by number of heavy atoms, low to high.
SMILES,EZH2 inh,IDH1 mut inh
CCC(=O)N[C@@H]1CC[C@H](CCn2cc(CN(C)C)nn2)O[C@@H]1CO,-1,0.4
O=C(N[C@H]1C=C[C@H](CC(=O)N2CCc3ccccc3C2)O[C@H]1CO)C1CC1,3,0.3
C[C@H](CO)N1C[C@H](C)[C@H](CN(C)S(=O)(=O)c2cccs2)Oc2ncc(Br)cc2C1=O,-14,25
CC(=O)N(C)C[C@@H]1Oc2ncc(-c3cccc(F)c3)cc2C(=O)N([C@@H](C)CO)C[C@@H]1C,-3,-0.6
COc1ccccc1NC(=O)N[C@@H]1CC[C@H](CC(=O)N[C@H](C)c2ccccc2)O[C@H]1CO,1,0.0
CO[C@H]1CN(C)C(=O)c2ccc(NS(C)(=O)=O)cc2OC[C@@H](C)N(CCC(F)(F)F)C[C@H]1C,-4,0.7
C[C@@H]1CN([C@H](C)CO)C(=O)CCCn2cc(nn2)CO[C@@H]1CN(C)S(=O)(=O)c1ccccc1C#N,nt,0.6
C[C@H]1CN([C@@H](C)CO)C(=O)Cc2cc(NC(=O)C3CCCCC3)ccc2O[C@@H]1CN(C)Cc1ccc2c(c1)OCO2,nt,0.8
COc1ccc(S(=O)(=O)N(C)C[C@@H]2Oc3ccc(NS(=O)(=O)c4ccc(Cl)cc4)cc3C(=O)N([C@@H](C)CO)C[C@H]2C)cc1,nt,-1.6

# Continuation.
SMILES,EZH2 inh,IDH1 mut inh
Cc1ccc(S(=O)(=O)N(C)C[C@@H]2Oc3ccc(NC(=O)Cc4ccccc4)cc3CC(=O)N([C@@H](C)CO)C[C@@H]2C)cc1,-1,3.7
Cc1ccccc1S(=O)(=O)N(C)C[C@@H]1OCc2ccccc2-c2ccccc2C(=O)N([C@H](C)CO)C[C@H]1C,5,nt
C[C@H]1CCCCO[C@@H](CN(C)Cc2ccc(C(=O)O)cc2)[C@@H](C)CN([C@@H](C)CO)C(=O)c2cc(NC(=O)NC3CCCCC3)ccc2O1,nt,1.8
Cc1cccc(NC(=O)CSc2nnc(-c3ccco3)n2-c2ccccc2)c1C,8,0.4
Cc1ccc(-c2ccc3c(c2)O[C@@H](CN(C)Cc2ccc(F)cc2)[C@@H](C)CN([C@@H](C)CO)S3(=O)=O)cc1,25,0.0
C[C@H]1CN([C@@H](C)CO)C(=O)c2cccc(NC(=O)c3ccc(-c4nccs4)cc3)c2O[C@H]1CN(C)C(=O)Nc1ccccc1,nt,0.5
C[C@@H]1CN([C@@H](C)CO)C(=O)CCCn2cc(nn2)CO[C@H]1CN(C)S(=O)(=O)c1ccccc1F,0,5.5
C/C=C\C=C/C1OC(O)(C(CC)C(=O)NC/C=C\C=C(\C)C(OC)C(C)C2OC(\C=C/C=C\C=C(\C)C(=O)c3c(O)cc[nH]c3=O)C(O)C2O)C(O)C(O)C1(C)C (stereo not given),-2,nt
O=C(CN1C(=O)c2ccccc2C1=O)Nc1ccc(NC(=O)c2ccccc2F)cc1,-5,0.4
C[C@H](CO)N1C[C@H](C)[C@@H](CN(C)C(=O)Nc2ccc3c(c2)OCO3)OCCCC[C@H](C)Oc2ccc(NC(=O)Nc3ccc(F)cc3)cc2C1=O,nt,-0.7
COCC#Cc1ccc2c(c1)O[C@@H](CN(C)C(=O)NC(C)C)[C@@H](C)CN([C@H](C)CO)S2(=O)=O,-5,-0.8
COc1ccc(/C=N/NC(=O)c2ccccn2)cc1OC,8,0.2
O=C(O)CCC(=O)Nc1ccc(Br)cc1C(=O)c1ccccc1,1,0.1
Cc1ccc(S(=O)(=O)Nc2ccc3c(c2)C(=O)N([C@@H](C)CO)C[C@@H](C)[C@H](CN(C)CC2CC2)OCCCC[C@H](C)O3)cc1,-12,1.4
C[C@H]1CCCCO[C@H](CN(C)C(=O)NC2CCCCC2)[C@@H](C)CN([C@@H](C)CO)C(=O)c2cc(NC(=O)c3ccncc3)ccc2O1,nt,10
C[C@H](CO)N1C[C@H](C)[C@H](CN(C)S(C)(=O)=O)Oc2ccc(NC(=O)CCCN(C)C)cc2CC1=O,nt,-0.3
CC(C(=O)Nc1cccc2cccnc12)N1C(=O)c2ccccc2C1=O (stereo not given),12,-0.6
O=C(C[C@@H]1CC[C@H](NC(=O)c2cccc(F)c2)[C@@H](CO)O1)NCc1ccccc1,7,-0.2
CO[C@@H]1CN(C)C(=O)c2ccc(NS(C)(=O)=O)cc2OC[C@H](C)N(C(=O)CC2CC2)C[C@@H]1C,5,-0.3
Cc1cc(C)c(OCC(=O)Nc2nnn(C)n2)c(Br)c1,-6,0.3
O=C(NCCCN1CCOCC1)C1CC(c2cccc(Br)c2)=NO1 (stereo not given),4,0.0
C/C=C/c1ccc2c(c1)O[C@H](CN(C)C)[C@@H](C)CN([C@H](C)CO)S2(=O)=O,6,4.5
CN(CC(=O)N1CCN(c2ccccn2)CC1)S(=O)(=O)c1ccc2ccccc2c1,nt,0.0
Cc1ccc(S(=O)(=O)N[C@@H]2C=C[C@@H](CC(=O)N3CCc4ccccc4C3)O[C@H]2CO)cc1,4,0.0
C[C@H](CO)N1C[C@H](C)[C@H](CN(C)C(=O)CN(C)C)Oc2ncc(C#Cc3ccncc3)cc2C1=O,8,11
Fc1cccc(Cl)c1CN1CCN(CCCNc2ncnc3scc(-c4ccccc4)c23)CC1,-24,-3.3
C[C@@H]1CN([C@@H](C)CO)C(=O)c2cc(NC(=O)Nc3ccc(F)cc3)ccc2O[C@@H]1CN(C)S(=O)(=O)c1cn(C)cn1,nt,1.6
COc1cccc(NC(=O)Nc2ccc3c(c2)C(=O)N(C)C[C@H](OC)[C@H](C)CN[C@H](C)CO3)c1,-1,-0.4
CC1=C(C)CC(C(=O)Nc2cccc3ccccc23)C(C(=O)O)C1 (stereo not given),nt,-0.3
C[C@@H]1CCCCO[C@H](CN(C)Cc2ccccc2)[C@H](C)CN([C@@H](C)CO)C(=O)c2cc(NC(=O)C3CCCCC3)ccc2O1,nt,0.8
CCNC(=O)C[C@@H]1C=C[C@H](NS(=O)(=O)c2ccc(F)cc2)[C@@H](CO)O1,8,-0.1
CC(=O)N(C)C[C@@H]1Oc2cc(C#CC(C)C)ccc2S(=O)(=O)N([C@H](C)CO)C[C@H]1C,10,0.2

# Reformatted: 2 of the compounds above.
COc1cccc(NC(=O)Nc2ccc3c(c2)C(=O)N(C)C[C@H](OC)[C@H](C)CN[C@H](C)CO3)c1
  EZH2 inh = -1 | IDH1 mut inh = -0.4
CC1=C(C)CC(C(=O)Nc2cccc3ccccc23)C(C(=O)O)C1 (stereo not given)
  EZH2 inh = nt | IDH1 mut inh = -0.3
